DNMT1 inh = inhibitors of human DNMT1; P26358; DNMT1 molecular beacon, Hinp1I cleavage, fluorescence; inhibition (reported as % activation of signal), % at 10 µM; actives 0.83% (n = 360,000); in the data active = inhibition above about 50%
SUMO1 PPI mod = modulators of human SUMO1-mediated protein-protein interactions. P63165. SUMO1 binding to a labelled peptide, TR-FRET, 1 h. inhibition, % at 20 µM. actives 0.33% (n = 360,000). AID 602429; in the data active = inhibition above about 37%
Target sequence (P63165 whole entry, looked up): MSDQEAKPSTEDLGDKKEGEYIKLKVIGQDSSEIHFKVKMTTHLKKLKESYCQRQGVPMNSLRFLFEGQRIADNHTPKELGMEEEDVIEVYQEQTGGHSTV
E coli Lon inh = E. coli protease La inhibition; AID 602123; purified E. coli Lon protease, fluorescence polarization; inhibition, % at 7.94 µM; actives 0.42% (n = 360,000); in the data active = inhibition above about 13%, passing the limit was not always enough;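 note: 0% = enzyme with probe and DMSO and 100% = no enzyme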
LMPTP block = blocks human LMPTP phosphatase; recombinant LMPTP-A, OMFP fluorogenic substrate, fluorescence intensity; inhibition, % at 20 µM; actives 0.22% (n = 360,000);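 active = compounds that cut the enzyme signal by at least half of the control window in the single-dose screen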;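 note: plate controls were DMSO wells with enzyme plus substrate for no effect and substrate without enzyme for full effect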
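Assay system: LMPTP-A, protein tyrosine phosphatase of low molecular weight / Medium: pH 6.0 Bis-Tris buffer with DTT and Triton X-100 / Schedule: 50 min enzyme reaction at room temperature, protected from light / Measured by: endpoint fluorescence intensity from OMFP dephosphorylation / Read-out basis: % inhibition relative to no-enzyme and uninhibited control wells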
STEP block = blocks human striatal-enriched tyrosine phosphatase | recombinant STEP, OMFP fluorogenic substrate, fluorescence | inhibition, % at 20 µM | actives 0.25% (n = 360,000);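 active = inhibition at 20 µM, scaled per plate between control wells, above about 37%, limit read from the data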;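 note: 0% = DMSO with enzyme and substrate and 100% = substrate only without enzyme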
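material = STEP tyrosine phosphatase | reagent = fluorogenic phosphatase substrate OMFP at 25 µM final | doses = single compound dose of 20 µM, 1% DMSO final | schedule = 20 min reaction, room temperature, in the dark | measured by = fluorescence, 480/540 nm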
TbMetRS inhib = blocks T. brucei methionyl-tRNA synthetase activity; purified T. brucei MetRS, ATP depletion, Kinase-Glo luminescence; inhibition, % at 11.9 µM; actives 0.4% (n = 360,000);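 active = inhibition above a per-plate cutoff of the control wells' mean inhibition plus 3 SD, cut at about 5.5% in these data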;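 note: 0% = DMSO wells median and 100% = median of wells with control inhibitor compound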
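Material: parasite MetRS enzyme / Replication: singlicate, one well per compound / Signal: luminescence of leftover ATP / Schedule: 2 h aminoacylation at 25 °C after 15 min preincubation / Medium: HEPES-MgCl2-KCl buffer plus DTT, spermine, BSA, pyrophosphatase / Doses: 11.9 µM single point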
bovine MsrA act = activates bovine MsrA enzyme. actives 0.3% (n = 360,000). activation, % at 10.6 µM. purified bovine MsrA, absorbance read-out; in the data active = activation above about 7.5%;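 note: 0% = vehicle and 100% = reference activator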
MsrA inhibitor = bovine MsrA inhibition | inhibition, % at 15.5 µM | purified bovine MsrA, absorbance read-out | actives 0.75% (n = 360,000); in the data active = inhibition above about 4.5%;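 note: 0% = vehicle wells with enzyme and 100% = reference inhibitor wells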
NRP1-CendR mod = alters CendR peptide binding to human NRP-1; actives 0.85% (n = 360,000); AID 602438; O14786; inhibition, % at 25 µM; FAM-RPARPAR peptide binding to NRP-1, fluorescence polarization;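 active = inhibition or corrected inhibition above about 18%, plus a signal ratio from 0.5 to 1.5, limit read from the data, passing the limit was not always enough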; note: strong numbers were not always called active
Target sequence (O14786 whole entry, looked up): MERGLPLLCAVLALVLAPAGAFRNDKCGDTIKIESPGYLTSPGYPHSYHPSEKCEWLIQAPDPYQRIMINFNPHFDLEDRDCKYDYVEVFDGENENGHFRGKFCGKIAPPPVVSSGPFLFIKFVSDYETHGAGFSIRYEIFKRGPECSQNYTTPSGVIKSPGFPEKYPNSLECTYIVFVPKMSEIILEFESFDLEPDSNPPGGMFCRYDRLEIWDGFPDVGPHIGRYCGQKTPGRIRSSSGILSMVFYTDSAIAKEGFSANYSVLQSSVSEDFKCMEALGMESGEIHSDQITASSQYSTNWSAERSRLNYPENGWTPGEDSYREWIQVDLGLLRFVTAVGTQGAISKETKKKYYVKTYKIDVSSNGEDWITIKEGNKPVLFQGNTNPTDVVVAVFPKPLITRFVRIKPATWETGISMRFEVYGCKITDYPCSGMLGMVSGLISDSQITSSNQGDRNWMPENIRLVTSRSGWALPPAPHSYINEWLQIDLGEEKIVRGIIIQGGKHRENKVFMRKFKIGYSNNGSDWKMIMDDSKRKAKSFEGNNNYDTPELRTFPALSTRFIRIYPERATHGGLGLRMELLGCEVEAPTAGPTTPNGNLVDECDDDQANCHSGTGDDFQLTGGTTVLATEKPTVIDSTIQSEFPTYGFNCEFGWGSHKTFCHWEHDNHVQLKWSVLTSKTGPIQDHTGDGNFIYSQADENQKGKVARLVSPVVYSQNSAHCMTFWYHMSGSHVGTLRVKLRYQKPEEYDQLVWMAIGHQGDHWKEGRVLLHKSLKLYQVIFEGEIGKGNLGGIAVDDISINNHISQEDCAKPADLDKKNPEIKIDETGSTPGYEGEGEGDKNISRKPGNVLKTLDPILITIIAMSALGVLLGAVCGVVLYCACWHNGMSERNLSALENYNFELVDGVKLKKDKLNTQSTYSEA
Scp-1 inhibitor = Scp-1 (human) phosphatase inhibition; inhibition, % at 20 µM; actives 0.88% (n = 340,000); Recombinant Scp1, phosphopeptide, malachite green phosphate absorbance;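 active = inhibition above about 50% at 20 µM, limit read from the data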;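 note: plate controls were DMSO wells with enzyme for no effect and wells lacking enzyme for full effect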
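Assay system: SCP-1 catalytic fragment, aa 76-261 | Buffer or medium: Tris acetate buffer pH 5.5 with MgCl2 and Tween-20 | Compound: One concentration, 20 µM, with 1.0% DMSO | Also added: Phospho 17-mer peptide substrate | Signal: Absorbance at 630 nm | Incubation: 45 min enzyme reaction at room temperature | Measure: % inhibition of SCP-1 phosphate liberation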
Starred values were filed as active, the others as inactive; nt = not tested or not shown; & = joins results of further samples.

SMILES	DNMT1 inh	SUMO1 PPI mod	E coli Lon inh	LMPTP block	STEP block	TbMetRS inhib	bovine MsrA act	MsrA inhibitor	NRP1-CendR mod	Scp-1 inhibitor
O=C(NNS(=O)(=O)c1ccc(Cl)cc1)c1cnn(-c2ccccc2)c1-n1cccc1	1	4	-4	-0.1	-5	-0.1	0	0.6	8	-7
Cc1ccccc1NC1=NC(=S)N(c2ccccc2)C12CCCCC2	0	0	4	0.0	-2	-1.0	-6	0.1	2	0
C/C(=N\Nc1ncc(Cl)cc1Cl)c1ccc2c(c1)OCO2	-1	1	-7	-0.2	2	1.2	-1	2.2	2	-8
Cc1ccc(S(=O)(=O)Nc2ccc3c(c2)OCCO3)c(C)c1NS(C)(=O)=O	3	2	-4	0.3	-1	0.4	2	-0.6	-7	-2
CCOc1ccc(C(=O)N/N=C/c2cc([N+](=O)[O-])cs2)cc1	48	-5	1	71*	91*	-1.6	-14	0.6	-8	107*
Cc1cc(C(=O)CCC(=O)NC(C)c2ccc(S(N)(=O)=O)cc2)c(C)s1 (centres undefined)	0	5	1	-0.3	-1	0.0	-6	0.1	0	-2
NC(=O)C1CCN(CCC(=O)Nc2ccc(F)c(F)c2)CC1	-1	2	-2	-2.3	0	-0.1	-3	-0.3	14	-2
CCn1c(-c2cccnc2Cl)nc2ccccc21	1	-3	-5	-1.3	1	-0.2	-5	-0.5	-7	-4
Nc1cc2ccccc2oc1=O	6	-8	9	-0.6	3	-1.5	-10	1.1	8	-6
CN(C)S(=O)(=O)c1ccc(N2CCOCC2)c(C(=O)O)c1	0	3	-2	-0.3	-5	0.6	-2	1.8	-2	-8
N=C1c2c(cc(=O)n3c2[nH]c2ccccc23)CN1CCN1CCOCC1	-4	3	-25	23	6	-0.3	-2	1.9	-61	-5
Cc1ccc(-c2nnc(N3CCN(CCO)CC3)c3ccccc23)cc1	0	-6	1	0.2	0	0.6	-2	1.5	-6	-5
CCOC(=O)N1CCN(C(=S)NC(=O)c2nn(C)cc2Br)CC1	0	0	-8	-1.7	-1	-0.2	-3	-0.3	-1	-6
COc1ccc(C/C(C)=N/NC(=O)c2ccc(Cl)cc2)cc1	-2	0	-1	-0.4	2	-0.1	-2	-0.1	-5	5
Cc1noc(NS(=O)(=O)c2ccc(NC(=O)/C=C/c3ccc(Br)cc3)cc2)c1C	0	-12	-2	0.7	0	1.1	-8	2.8	-8	2
CC(=O)c1cccc(NC(=O)C(C)OC(=O)c2cc(=O)[nH]c3ccccc23)c1 (centres undefined)	-1	-12	4	0.0	-2	-0.3	-4	2.4	-4	-8
O=C(NCCc1ccccc1)C1CCN(S(=O)(=O)c2ccc(-n3cnnn3)cc2)CC1	1	0	-1	-1.9	-8	-0.6	-2	0.2	1	1
O=C(OCCc1ccccc1)c1cc(O)c(O)c(O)c1	13	7	9	2.7	1	0.3	-3	-0.1	-38	43
Fc1c(F)c(F)c(NC2=NCCCCC2)c(F)c1F	2	1	-9	-1.7	-1	-0.4	-1	1.1	6	-1
O=C(NC1CCCCC1)C1CCCN(c2nnnn2-c2ccccc2)C1 (centres undefined)	4	-2	3	-0.9	0	-1.4	-10	-0.1	-5	-4
CCn1c(COc2ccc(Cl)c(C)c2)nnc1SCC(=O)N1CCCC1	2	-2	-3	-0.5	-4	-0.4	-3	-0.8	-18	-6
S=C1NCCOCCOCCOCCNC(=S)N2CCOCCOCCN1CCOCCOCC2	-1	-2	1	0.1	-2	0.2	-4	2.8	14	-1
Cc1cc(C(=O)c2ccc(C(C)(C)C)cc2)c(NC(=O)CCl)s1	18	-15	-4	2.5	0	-0.2	-7	-0.4	-8	1
CCCN1CCC(NC(=O)Cc2cccc(C)c2)CC1	-3	5	5	-1.8	0	-0.8	-10	1.3	-1	15

Single entries from the list.
Reading of `Cc1noc(NS(=O)(=O)c2ccc(NC(=O)/C=C/c3ccc(Br)cc3)cc2)c1C` in SUMO1 PPI mod: -12
Reading of `O=C(NC1CCCCC1)C1CCCN(c2nnnn2-c2ccccc2)C1` (centres undefined) in SUMO1 PPI mod: -2

(more compounds)
SMILES	DNMT1 inh	SUMO1 PPI mod	E coli Lon inh	LMPTP block	STEP block	TbMetRS inhib	bovine MsrA act	MsrA inhibitor	NRP1-CendR mod	Scp-1 inhibitor
Cc1cc(NC(=O)CSc2nnnn2-c2ccccc2)no1	-3	1	-6	-1.6	5	-0.1	-4	0.8	-8	-3
COc1ccc(NC(=O)c2ccc3ccccc3c2)cc1	2	-1	7	-0.5	1	-0.4	0	0.2	8	-2
O=C(CSCc1ccc(F)cc1)NCc1cccs1	-1	1	2	-0.9	-5	-1.1	-9	-0.1	1	-7
COc1cc(CN(C(=O)c2ccco2)C2CCS(=O)(=O)C2)cc(OC)c1OC (centres undefined)	-1	5	1	-1.7	3	0.0	3	-1.0	-2	-7
CCOC(=O)c1sc(Nc2nc3c(OC)cccc3s2)cc1C	-26	0	3	3.7	0	-1.1	-10	3.1	6	0
Cc1cc(C)nc(NC(=O)NS(=O)(=O)Nc2ccc(Br)cn2)n1	3	-1	8	-2.3	9	0.3	-2	nt	0	-2
COc1ccc(C(=O)/C=C2/c3ccccc3CC(C)(C)N2C)cc1OC	-8	-17	-12	0.2	-3	0.5	-5	1.0	4	-2
CCc1nc2ccc(C(=O)Nc3ccc(OC)c(OC)c3)cn2c1N(CC)CCOC	-1	-3	-4	-0.4	-2	-0.2	-3	1.1	2	nt
Cc1ccc(NS(=O)(=O)c2ccc(-n3cccn3)cc2)c(Cl)c1	0	3	7	0.5	-2	0.2	-2	-0.1	13	nt
CNc1nnc(-c2ccco2)s1	2	-1	6	-0.3	0	-0.2	-3	0.3	-4	-4
Cc1ccc(C2=NC(C)(C)NC2=O)cc1	-4	0	-7	-0.6	2	-0.5	1	0.3	9	0
COc1ccc(-c2nc3c(C(=O)NCCN(C)C)cccc3c3ccccc23)cc1	59*	-30	-3	-0.6	1	-0.3	0	0.7	4	10
COc1ccc(S(=O)(=O)N2CCN(Cc3cccc(OC)c3OC)CC2)cc1	5	3	-6	-1.9	-4	-1.6	-8	0.1	5	3
CC1Cc2ccccc2N1S(=O)(=O)c1cccc(C(=O)NCc2ccncc2)c1 (centres undefined)	-3	9	-3	-0.9	-1	0.1	1	1.2	-1	-5
CC1(C)CC(=O)c2cnc(NCC3CCCO3)nc2C1 (centres undefined)	0	4	-2	-1.8	1	-0.6	-2	3.0	12	-8
Cc1cc2ncn(C3CC(=O)N(C)C3=O)c2cc1C (centres undefined)	-8	-5	-5	-1.7	-2	-0.1	-12	-1.2	-12	-5
O=C(COC(=O)c1ccc(NS(=O)(=O)c2cccs2)cc1O)NCc1ccccc1	-2	0	-9	1.4	-7	0.4	-4	0.7	-12	-12
CCCC(=O)c1c(NC(C)C)cc(C)oc1=O	3	4	-6	-1.9	-1	-1.6	-15	-2.2	0	2
O=C(NC1CCCCC1)C(c1cccnc1)N(C(=O)c1csnn1)c1ccc(F)cc1 (centres undefined)	0	2	8	-0.7	-1	-0.6	-3	-0.6	2	-4
N#C/C(=C/c1ccncc1)c1nc2ccccc2s1	-2	-19	-102	-0.2	1	0.0	-2	-0.1	-36	-3
COc1ccc(S(=O)(=O)N(Cc2ccc(OC)c(OC)c2)Cc2ccco2)cc1	-3	2	-6	0.4	8	-0.5	-2	-0.5	6	-16
COc1ccc(-c2sc3ccccc3c2C#Cc2cncn2C)cc1	-29	2	5	6.8	1	-0.4	-4	0.7	16	12
CC1CCC/C(=N\NC(=O)COc2ccc(Cl)cc2Cl)C1 (centres undefined)	3	-1	-1	-0.2	7	-0.6	-1	-1.1	2	-4
COc1ccc(Cl)cc1NS(=O)(=O)c1cc(Cl)ccc1OC	-5	3	0	-0.9	-7	-1.6	-11	0.1	-1	-7
Cc1c2n(c3ccccc13)CC/C2=N\O	-3	-7	0	-0.6	0	-0.9	-4	0.9	3	-1
O=c1[nH]c2ccc(S(=O)(=O)Nc3ccccc3O)cc2[nH]1	-4	3	-8	-2.8	-4	-1.3	-6	0.9	-46	-2
Cc1c(C(=O)NNC(=O)c2csc(N3CCOCC3)n2)cccc1[N+](=O)[O-]	2	-8	-3	1.9	-3	-0.2	-2	0.8	-2	-6
CN(C)c1ccc(C(=O)/C=C/c2cccnc2)cc1	2	-22	-1	1.6	1	-1.4	-4	0.6	6	-7
O=C(CC(=O)c1ccccc1)CC(O)(C=Cc1ccccc1)c1ccccc1 (centres undefined)	-5	7	13	3.6	2	-0.4	-3	0.9	2	-24
Oc1c(Br)cc(Br)cc1/C=N/N1CCN(Cc2ccccc2)CC1	-1	1	-9	3.6	3	-0.3	-3	-1.1	0	3
CC(C)(C)NC(=O)[C@@H]1C[C@@H]2CCCC[C@@H]2CN1C[C@@H](O)[C@H](Cc1ccccc1)NC(=O)[C@H](CC(N)=O)NC(=O)c1ccc2ccccc2n1	-17&-11	-4&-1	-9&7	-0.7&0.9	4&-3	-1.7&-1.2	-1&2	-0.6&0.5	2&7	-6&-12
Cc1nnc(SCC(=O)Nc2c(Cl)cccc2Cl)[nH]c1=O	2	0	-10	-1.3	-4	0.1	-3	-1.9	10	-7

A different layout for 10 compounds above:
Results follow in this order: DNMT1 inh	SUMO1 PPI mod	E coli Lon inh	LMPTP block	STEP block	TbMetRS inhib	bovine MsrA act	MsrA inhibitor	NRP1-CendR mod	Scp-1 inhibitor
N#C/C(=C/c1ccncc1)c1nc2ccccc2s1
 : -2	-19	-102	-0.2	1	0.0	-2	-0.1	-36	-3
COc1ccc(S(=O)(=O)N(Cc2ccc(OC)c(OC)c2)Cc2ccco2)cc1
 : -3	2	-6	0.4	8	-0.5	-2	-0.5	6	-16
COc1ccc(-c2sc3ccccc3c2C#Cc2cncn2C)cc1
 : -29	2	5	6.8	1	-0.4	-4	0.7	16	12
CC1CCC/C(=N\NC(=O)COc2ccc(Cl)cc2Cl)C1 (centres undefined)
 : 3	-1	-1	-0.2	7	-0.6	-1	-1.1	2	-4
COc1ccc(Cl)cc1NS(=O)(=O)c1cc(Cl)ccc1OC
 : -5	3	0	-0.9	-7	-1.6	-11	0.1	-1	-7
Cc1c2n(c3ccccc13)CC/C2=N\O
 : -3	-7	0	-0.6	0	-0.9	-4	0.9	3	-1
O=c1[nH]c2ccc(S(=O)(=O)Nc3ccccc3O)cc2[nH]1
 : -4	3	-8	-2.8	-4	-1.3	-6	0.9	-46	-2
Cc1c(C(=O)NNC(=O)c2csc(N3CCOCC3)n2)cccc1[N+](=O)[O-]
 : 2	-8	-3	1.9	-3	-0.2	-2	0.8	-2	-6
CN(C)c1ccc(C(=O)/C=C/c2cccnc2)cc1
 : 2	-22	-1	1.6	1	-1.4	-4	0.6	6	-7
O=C(CC(=O)c1ccccc1)CC(O)(C=Cc1ccccc1)c1ccccc1 (centres undefined)
 : -5	7	13	3.6	2	-0.4	-3	0.9	2	-24

High-throughput results (PubChem)

This is a random part of the collection. Share with any hit: about 4.3%.
